High-throughput results (PubChem BioAssay)
PDI turbidity: blocks human protein disulfide isomerase activity. PDI insulin aggregation turbidity, A650, 90 min. inhibition, % at 10 µM. actives 0.052% (n = 350,000). AID 588391;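 active = mean inhibition across replicates of 30% or more, whatever share of single replicates reach that level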;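 note: absorbance from insulin aggregation driven by PDI reduction with DTT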
Target sequence (P07237 whole entry, looked up): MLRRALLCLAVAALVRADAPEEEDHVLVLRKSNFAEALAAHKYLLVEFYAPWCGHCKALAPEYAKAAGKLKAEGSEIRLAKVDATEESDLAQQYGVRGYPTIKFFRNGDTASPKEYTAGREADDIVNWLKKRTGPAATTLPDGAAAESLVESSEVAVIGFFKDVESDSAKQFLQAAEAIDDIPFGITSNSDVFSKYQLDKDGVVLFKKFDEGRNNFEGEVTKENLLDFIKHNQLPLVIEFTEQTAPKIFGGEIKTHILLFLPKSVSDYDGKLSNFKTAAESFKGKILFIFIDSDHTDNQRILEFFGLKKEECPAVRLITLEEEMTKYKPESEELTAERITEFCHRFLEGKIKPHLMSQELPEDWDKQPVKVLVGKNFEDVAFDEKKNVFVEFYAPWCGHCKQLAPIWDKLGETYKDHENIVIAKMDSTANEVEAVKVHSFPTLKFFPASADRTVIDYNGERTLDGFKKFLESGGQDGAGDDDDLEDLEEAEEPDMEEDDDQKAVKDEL
Glyco luc inh: blocks N-linked glycosylation in D54 reporter cells; reporter increase, % at 12.5 µM; D54 ERlucT glycosylation luciferase reporter, 24 h; percent of 100 nM tunicamycin response; AID 588692; actives 0.23% (n = 360,000);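 active = mean luciferase reporter signal, scaled so untreated is 0 and the glycosylation-blocking control 100, at or above a set limit in every replicate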;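 note: luciferase carries N-glycosylation sites so blocking glycosylation raises the light; 0% = median of neutral control wells and 100% = median of 100 nM tunicamycin wells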
aDG glyco up: increases alpha dystroglycan glycosylation | Pro5-aDG cells, alpha-DG glycosylation AlphaScreen (IIH6); 0% Pro5, 100% B10-LARGE cell signal | activation, % at 10 µM | actives 0.22% (n = 360,000) | AID 624168;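 active = activation of at least 8% versus controls, or a plate z-score of at least 8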;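 note: Pro5 are CHO cells carrying HIG-tagged alpha-DG that lacks glycosylation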
Cardio protect: modulators protecting cardiomyocytes from myocardial damage; H9c2 cardiomyocytes, H2O2 injury protection, ATPLite, 2 h; protection from H2O2 cell death, % at 20 µM; actives 0.63% (n = 360,000); AID 588492;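 active = compounds giving at least 50% protection of heart cells from peroxide-induced death in the single-dose screen, raw or plate-pattern-corrected value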;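 note: 0% = DMSO wells with peroxide and 100% = DMSO wells without peroxide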
m5-HT2A agonist: activates the mouse 5-HT2A serotonin receptor. P35363. CHO-K1 mHTR2A beta-arrestin complementation, luminescence; percent of 30 µM serotonin response. activation, % at 7.6 µM. actives 0.66% (n = 360,000). AID 624169;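 active = activation above a run cutoff, the mean activation of all tested compounds plus 3 SD, cut at about 14% in these data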;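 note: 0% = plate median of compound wells and 100% = 30 µM serotonin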
Vif imaging: blocks HIV Vif function | HEK293T cells, Vif self-association by quenched fluorescence, imaging, 24 h | inhibition, % at 7.49 µM | actives 0.35% (n = 340,000) | AID 602346; in the data active = inhibition above about 50%, passing the limit was not always enough; note: some results filed as inactive read as strong as hits
ABCB6 inh MLPCN: blocks the human ABCB6 transporter; Q9NP58; K562-ABCB6 porphyrin accumulation, flow cytometry, 1 h; stronger effect = lower value; actives 0.19% (n = 360,000); fluorescence ratio to DMSO, % at 10 µM;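 active = fluorescence ratio to DMSO below 75%, the collection mean minus 3 SD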;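 note: signal is porphyrin accumulated inside mitochondria; 100% equals median channel fluorescence of DMSO control wells; lower ratio means ABCB6 inhibition with less porphyrin fluorescence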
MC4R barr agon: human MC4R agonism via beta-arrestin. P32245. activation, % at 8.9 µM. actives 0.98% (n = 360,000). U2OS MC4R beta-arrestin complementation, luminescence; percent of melanotan II response, DMSO zero;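 active = activation above a per-plate cutoff, the mean activation of sample wells on that plate plus 3 SD, cut at about 8% in these data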
Target sequence (P32245 whole entry, looked up): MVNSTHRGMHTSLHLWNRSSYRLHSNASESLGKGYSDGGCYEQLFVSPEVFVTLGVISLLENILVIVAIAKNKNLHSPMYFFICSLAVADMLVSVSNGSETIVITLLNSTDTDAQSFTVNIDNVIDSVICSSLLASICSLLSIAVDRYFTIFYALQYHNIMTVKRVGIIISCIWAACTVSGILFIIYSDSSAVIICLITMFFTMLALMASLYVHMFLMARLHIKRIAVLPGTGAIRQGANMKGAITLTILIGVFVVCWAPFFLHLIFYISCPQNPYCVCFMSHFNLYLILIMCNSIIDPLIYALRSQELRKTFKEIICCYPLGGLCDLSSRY
CaV13 FRET inh: Disruptors of the CACNA1D IQ motif to Ca2+-dependent inactivation inhibitor domain association, primary screening, Förster resonance energy transfer in intact living …. HEK cells, CFP/YFP FRET ICDI-IQ, plate reader, 10 min; percent FRET-ratio fall versus neutral wells. inhibition, % at 12.3 µM. actives 0.098% (n = 340,000). AID 743397;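 active = mean replicate inhibition of at least 30% and at least 1% of replicates passing that level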;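 note: 0% = median of the neutral control wells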
MC4R antagonist: antagonists of human melanocortin 4 receptor (MC4R); P32245; MC4R-expressing cells, MTII-stimulated cAMP, LANCE TR-FRET; inhibition, % at 6.5 µM; actives 0.48% (n = 360,000);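 active = inhibition above its plate's cutoff, the mean of tested wells on that plate plus 3 SD, cut at about 29% in these data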;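 note: 0% = Melanotan II alone and 100% = Melanotan II plus saturating MCL0020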
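Assay system: U2OS cells stably expressing human melanocortin 4 receptor (MC4R) / Dosing: 6.5 µM / Timing: compound 30 min, challenge 1 h, detection 1 h / Measured by: Eu-cAMP/anti-cAMP TR-FRET, emission 671 nm / Replicates: singlicate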
An asterisk follows results filed as active; . = not tested or not shown. Rows were taken by chance. About 3.6% of those tested had a hit in this group.

Compound,PDI turbidity,Glyco luc inh,aDG glyco up,Cardio protect,m5-HT2A agonist,Vif imaging,ABCB6 inh MLPCN,MC4R barr agon,CaV13 FRET inh,MC4R antagonist
Cc1ccc([N+](=O)[O-])cc1S(=O)(=O)Nc1ccc(C(=O)N2CCN(C(=O)c3ccco3)CC2)cc1,-7,0,0.0,1,-4,-5,107,-0.4,-2,10
COc1cccc(C(=O)OCC(=O)NCCNC(=O)COC(=O)c2cccc(OC)c2OC)c1OC,0,2,-0.1,2,6,.,99,-2.8,-4,11
COc1cc(/C=N/NC(=O)C(=O)NCC2CCCO2)cc(Cl)c1O (stereo unspecified),3,-1,0.0,4,-3,1,99,-1.4,-2,-8
CCn1cc(/C=N\NC(=O)c2c[nH]c3ccccc23)c(C)n1,5,1,-0.2,4,0,0,98,1.2,-3,2
O=C(/C=C/c1ccccc1)N1CCN(c2ccccn2)CC1,6,3,-0.1,2,2,6,99,2.4,-4,6
CC(C)NC(=O)CCCc1c[nH]c2ccccc12,15,2,0.2,-2,4,-8,88,-0.9,-7,0
O=C(CCN1CCOCC1)Nc1cc(C(=O)Nc2ccccc2F)ccc1N1CC2CC(C1)c1cccc(=O)n1C2 (stereo unspecified),3,-2,0.7,2,0,-5,100,-2.2,-3,23
CCOC(=O)C1(Cc2ccccc2)CCCN(C(=O)COc2ccccc2OC)C1 (stereo unspecified),3,-2,0.1,6,-4,-13,97,-0.9,-5,2
O=C(O)/C(=C\c1cccc(F)c1)c1ccc(S(=O)(=O)N2CCCC2)s1,-3,1,0.3,-2,-3,-4,100,-2.8,-5,-2
Cc1cc2cc(CNC(=O)c3cccc([N+](=O)[O-])c3)ccc2[nH]1,.,-1,-0.5,-4,-5,.,103,1.0,-4,0
CCCCCCc1c(O)nc(SCCN(C)C)[nH]c1=O,-5,-1,0.2,6,1,-5,100,-1.0,-16,15
O=C(Nc1nnc(-c2ccccc2)o1)NC1CCCCC1,10,1,0.2,11,-1,5,99,0.1,-5,7
Cc1noc(C)c1S(=O)(=O)Nc1ccc2c(c1)CC(=O)N([C@H](C)CO)C[C@H](C)[C@@H](CN(C)CC1CC1)O2,-1,4,-0.3,2,4,0,102,1.7,-9,12
CC1CCCN(C(=O)Cc2cccc3ccccc23)C1 (stereo unspecified),0,1,0.0,0,4,-6,95,-0.9,-21,2
CN(C)C(=O)c1ccc(-n2cnc3ccccc3c2=O)cc1,-9,3,0.4,2,4,-1,99,-2.2,3,13
Cc1nnc(NC(=O)CSc2ncnc3scc(-c4ccccc4)c23)s1,-3,0,-0.2,-2,-1,28,89,5.4,-6,0
CCOC(=O)C1CCCN(C(=O)c2cccc([N+](=O)[O-])c2C)C1 (stereo unspecified),15,1,-0.4,-3,2,-1,95,1.2,-5,32*
COc1ccc(NC(=O)c2ccco2)cc1NC(=O)c1c(F)c(F)c(OC)c(F)c1F,-2,-1,-0.1,14,5,19,91,-1.4,-4,-6
CCn1c(C)cc(/C=C2/NC(=O)N(CC(=O)Nc3cccc(C)c3)C2=O)c1C,-6,1,-0.5,13,-2,-12,96,-1.9,-8,-3
CCC1(c2ccccc2)CN(C)C1=O (stereo unspecified),9,2,-0.1,5,6,4,94,-0.9,-6,6

Compound,PDI turbidity,Glyco luc inh,aDG glyco up,Cardio protect,m5-HT2A agonist,Vif imaging,ABCB6 inh MLPCN,MC4R barr agon,CaV13 FRET inh,MC4R antagonist
COC(=O)c1ccc(C2C(Oc3ccccc3)C(=O)N2CCc2ccc(OC)c(OC)c2)cc1 (stereo unspecified),-7,0,0.1,-4,3,.,99,8.9*,-9,6
C[C@H](CO)N1C[C@H](C)[C@@H](CN(C)Cc2ccccc2)Oc2c(NS(=O)(=O)c3cn(C)cn3)cccc2C1=O,3,0,0.2,3,-2,0,88,-0.1,-7,3
Cc1ccc2c(c1)nnn2C1CCN(CC(=O)NCCc2ccccc2)CC1,-12,0,1.6,-3,-9,1,101,-0.9,-8,0
CC(=O)Nc1ccc(C(=O)Nc2ccc3c(c2)OCO3)cc1,-2,3,-0.1,-4,0,-4,107,1.2,-8,1
CN(CC(=O)Nc1ccc(Cl)c(C(F)(F)F)c1)C(=O)CCN1C(=O)C2CC=CCC2C1=O (stereo unspecified),1,5,0.2,-11,-4,-4,98,-1.4,-6,3
COc1ccc(-c2ccc(-c3noc(C)n3)c(OC)n2)cc1,-8,3,0.5,-2,1,.,92,0.7,-8,-2
CCOc1ccc(C(=O)NCC(=O)OCc2c(F)cccc2Cl)cc1,-1,-1,0.0,-17,-4,-3,102,-1.3,-8,21
COc1cccc(NC(=O)C(=O)NCC2CCCN2S(=O)(=O)c2ccccc2)c1 (stereo unspecified),3,-4,0.2,-2,7,-16,95,-4.0,-7,0
O=C(OCC(O)COc1ccccc1)c1ccc([N+](=O)[O-])cc1 (stereo unspecified),-2,2,0.1,-2,-9,-8,98,3.7,-21,23
Cc1nc(SCn2nnc3ccccc3c2=O)nc(C)c1C,-1,1,-0.7,7,1,2,102,2.1,-3,6
Cc1ccc(/C=N/NC(=O)c2nnn(-c3nonc3N)c2-c2ccccc2)o1,-3,3,0.0,7,-8,-2,98,-1.2,-7,6
CC(=O)N(Cc1ccc(F)cc1)C1=C(NCc2ccccc2)C(=O)c2ccccc2C1=O,0,-19,3.7,-36,-8,-20,97,-1.0,.,-5
Cc1ccc(C(=O)Nc2ccc(S(=O)(=O)N3CCc4ccccc4C3)cc2)o1,-1,-2,0.2,-12,-6,.,98,2.7,-4,0
O=C(NCc1nnnn1-c1ccc(F)cc1)c1cc2ccccc2o1,11,1,0.0,-4,3,7,91,0.4,-8,-3
COc1ccc(C(OC(=O)c2ccco2)C(=O)NCc2ccc(C)cc2)cc1 (stereo unspecified),5,.,0.0,4,-5,.,83,1.4,-6,8
CCCCNC(=S)NC(=O)c1ccccc1Br,4,-1,0.2,-6,-3,-2,94,-2.2,.,14
Cc1ccc(C(=O)NCc2ccccn2)c(Cl)c1,11,0,-0.2,0,0,-3,102,-2.0,-5,0
CCCN(C(=O)COC(=O)CCOc1ccccc1)c1c(N)n(Cc2ccccc2)c(=O)[nH]c1=O,0,0,0.0,2,-4,5,97,-2.4,-6,15
CCSc1nnc(NC(=O)Cn2cnc3c2c(=O)n(C)c(=O)n3C)s1,-4,2,0.0,-3,0,3,100,-2.7,-3,-3
Cc1nc(CCNC(=O)CC2C(=O)NCCN2CC(C)C)nc2c1CCC2 (stereo unspecified),2,3,-0.1,0,0,3,96,1.3,-3,7

Compound,PDI turbidity,Glyco luc inh,aDG glyco up,Cardio protect,m5-HT2A agonist,Vif imaging,ABCB6 inh MLPCN,MC4R barr agon,CaV13 FRET inh,MC4R antagonist
Cn1nc2c(c1C(=O)N1CCCC(C(=O)c3cc(F)ccc3F)C1)CCCC2 (stereo unspecified),1,-1,-0.1,-7,0,-1,102,-2.3,4,0
Cc1ccnc2nc(C(=O)N3CCN(c4ccc(F)cc4)CC3)nn12,-15,2,1.1,4,1,0,100,-1.1,-3,4
COC(=O)c1cc(S(=O)(=O)NCCCc2ccco2)c[nH]1,8,0,-0.3,-8,-3,20,101,0.7,-3,-2
O=C(COC(=O)CNC(=O)c1ccccc1Cl)Nc1cc(C(F)(F)F)ccc1Cl,6,1,-0.2,12,-5,1,104,0.0,-10,8
Cc1ccc(NC(=S)NC(C)CCc2ccccc2)cc1C (stereo unspecified),-2,1,1.4,-16,-6,-2,101,0.9,-6,10
CN(C)S(=O)(=O)c1ccc(N2CCCC2)c(C(=O)NNC(=O)COc2ccccc2F)c1,-1,0,-0.1,-1,-3,7,93,0.0,-2,14
CC(C)C[C@H](NC(=O)[C@@H]1Cc2c([nH]c3ccccc23)C2c3ccccc3C(=O)N21)C(=O)NCC1CCCO1 (stereo partly specified),.,-3,0.0,1,-3,-11,105,0.8,.,6
CCN(CC(=O)Nc1c(F)cccc1F)C(=O)CSCC(=O)Nc1cccc(C)c1,11,2,-0.1,3,2,-2,103,-1.1,-4,-3
O=C(C(=O)N1CCCC1)c1c[nH]c2ccccc12,2,0,-0.1,-2,1,8,96,-1.2,-17,3
CC(=O)Nc1ccc(C2(O)COc3ccccc3O2)cc1 (stereo unspecified),6,1,0.0,8,-3,9,97,-2.0,-5,5
CCC(CC)=N/N=C/c1c(O)n(CC)c2cc(C3=NNC(=O)CC3)ccc12,1,1,-0.1,38,0,-2,100,-0.4,.,-3
c1ccc(Cn2nnc3c(NCc4ccc5c(c4)OCO5)ncnc32)cc1,-2,0,0.3,-6,5,-4,102,-2.1,4,-1
CNC(=O)c1c(Cl)cnn1-c1ccccc1,-6,1,0.1,-2,-3,15,99,0.1,-9,-1
Cc1ccccc1NC(=S)C1=C(O)c2sccc2N(C)S1(=O)=O,13,2,-0.1,2,0,.,98,-1.3,-4,-3
Cc1nn(CC(=O)O)c(C)c1NC(=O)c1cccs1,3,1,0.0,-1,7,0,99,1.5,-3,14
O=C(NCCCN1CCC(Cc2ccccc2)CC1)C1CC(=O)N(C2CCCC2)C1 (stereo unspecified),-3,-2,-0.1,-9,-4,2,101,-1.7,-7,-4
CCn1c(SCC(=O)NC(C)C(C)C)nc2cc(S(=O)(=O)N3CCOCC3)ccc21 (stereo unspecified),-2,2,0.3,1,-4,-1,96,-2.1,.,4
Cc1cc(C)c(C#N)c(SCc2cc3c(cc2Cl)OCO3)n1,5,-1,0.0,-14,2,-1,97,1.2,-6,-21
Cc1cc(NC(=O)CCC(=O)N(CCc2ccccc2)C(C(=O)NC2CCCC2)c2ccco2)no1 (stereo unspecified),13,0,-0.1,8,1,-11,94,0.0,2,2
COC(=O)CSC1=C(C#N)C(c2sccc2C)CC(=O)N1 (stereo unspecified),13,1,-0.2,-20,2,-8,86,-1.4,.,7

Individual results from the entries so far.
CCSc1nnc(NC(=O)Cn2cnc3c2c(=O)n(C)c(=O)n3C)s1 | MC4R barr agon = -2.7
Cc1ccc([N+](=O)[O-])cc1S(=O)(=O)Nc1ccc(C(=O)N2CCN(C(=O)c3ccco3)CC2)cc1 | CaV13 FRET inh = -2

New compounds follow
Compound,PDI turbidity,Glyco luc inh,aDG glyco up,Cardio protect,m5-HT2A agonist,Vif imaging,ABCB6 inh MLPCN,MC4R barr agon,CaV13 FRET inh,MC4R antagonist
Cc1ccc(/C(N)=N/OC(=O)COc2ccccc2Cl)cc1,1,2,-0.2,-15,0,-6,86,-0.4,-3,3
Cc1ccccc1CC(=O)Nc1ccc2c(C)cc(=O)oc2c1,0,6,0.2,6,1,-4,105,-1.8,27,-5
CCOc1cc(Br)c(C(=O)O)cc1OC,0,1,-0.2,-4,0,6,102,-0.7,-4,19
CC1(C)Cc2ccccc2-c2nc(NCCO)n(-c3ccccc3)c(=O)c21,-8,6,0.0,1,2,-8,99,-1.1,-3,1
CC(Sc1nnc(C2CC2)n1C)C(=O)Nc1ccc2c(c1)CCC2 (stereo unspecified),-8,-1,-0.1,-4,0,.,103,-1.2,-2,-3
